# M. tuberculosis HTS – M. tuberculosis growth inhibition, HTS (AID 449762); one-dose inhibition, % at 25 µM; IC50 in µM for titrated hits; 0.59% of 330,000 active; M. tuberculosis H37Rv growth inhibition, 7H9 media; higher % means a stronger effect; in the data active means a potency from the dose series; inconclusive means inhibition above about 70% without an active follow-up result;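 further: bacterial growth assessed after seven days of incubation; strong numbers were not always called active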
# tuberculosis growth – growth inhibition of non-replicating M. tuberculosis (AID 488890); one-dose inhibition, % at 25 µM; IC50 in µM for titrated hits; Mycobacterium tuberculosis non-replicating, growth inhibition; higher % means a stronger effect; 0.39% of 320,000 active; in the data active means a potency from the dose series; inconclusive means inhibition mostly from about 82% at the one dose, without a potency; inactive means the rest, 99 in 100 with inhibition below about 76%;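 further: plate controls were DMSO cells for no effect and high antibiotic wells for full effect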
# influenza NS1A – NS1A inhibition, H1N1 influenza, cell based functional assay (AID 504329) | 0.3% of 340,000 active | NS1A functional cell-based assay, percent inhibition; higher % means a stronger effect | inhibition, % at 12.5 µM, or IC50 in µM where a hit was titrated; in the data active means a potency from the dose series; inconclusive means inhibition above about 27% without an active follow-up result; further: strong numbers were not always called active
# VEEV TC-83 Vero – inhibitors of VEEV TC-83 cytopathic effect, confirmation, Vero cells (AID 588727). Vero cells, VEEV TC-83 cytopathic effect inhibition; higher % means a stronger effect. inhibition, % at 20 µM, or IC50 in µM where a hit was titrated. 0.13% of 350,000 active; in the data active means a potency from the dose series; inconclusive means inhibition mostly from about 14% at the one dose, without a potency; inactive means the rest, 99 in 100 with inhibition below about 12%; further: strong numbers were not always called active
# Salmonella PhoP GFP – Inhibition of PhoP regulon, Salmonella typhi GFP reporter cells, confirmation, 4 h (AID 1850); one-dose inhibition, % at 50 µM; IC50 in µM for titrated hits; 0.33% of 310,000 active; Salmonella Typhi PhoP-promoter GFP reporter, fluorescence, 4 h; higher % means a stronger effect; in the data active means a potency from the dose series; inconclusive means inhibition mostly from about 25% at the one dose, without a potency; inactive means the rest, 99 in 100 with inhibition below about 19%;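 further: 0% = induced wells with vehicle and 100% = uninduced wells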
# VEEV TC-83 Vero 10K pilot screen – further read-out of VEEV TC-83 Vero, marked with its call; inhibition, %; measured here: 10K pilot screen inhibition
# An asterisk follows results filed as active; i = inactive; ? = inconclusive; . = no result given.
# Sample of the layout, 4 compounds:
SMILES,M. tuberculosis HTS,tuberculosis growth,influenza NS1A,VEEV TC-83 Vero,Salmonella PhoP GFP,others
O=C1CCCN1CN(C(=O)c1ccc2c(c1)OCO2)c1cccc(Cl)c1,2%,4%,4%,1.9%,-1%,
Cc1ccccc1NC(=O)CSC1=NCCN1,-6%,19%,-3%,3.5%,-3%,
Cc1ccc(C(=O)CSc2nnnn2C(C)C)c(C)c1,2%,21%,3%,5.5%,-6%,
CCc1noc(C)c1C(=O)OCC(=O)NCCc1ccc(OC)cc1,.,.,-1%,2.0%,.,

# The list itself, previewed entries included:
SMILES,M. tuberculosis HTS,tuberculosis growth,influenza NS1A,VEEV TC-83 Vero,Salmonella PhoP GFP,others
O=C1CCCN1CN(C(=O)c1ccc2c(c1)OCO2)c1cccc(Cl)c1,2%,4%,4%,1.9%,-1%,
Cc1ccccc1NC(=O)CSC1=NCCN1,-6%,19%,-3%,3.5%,-3%,
Cc1ccc(C(=O)CSc2nnnn2C(C)C)c(C)c1,2%,21%,3%,5.5%,-6%,
CCc1noc(C)c1C(=O)OCC(=O)NCCc1ccc(OC)cc1,.,.,-1%,2.0%,.,
Cc1ccc(N2CC(C(=O)N3CCC(C(=O)Nc4nnc(C(C)C)s4)CC3)CC2=O)cc1 (centres undefined),4%,39%,9%,0.7%,-13%,
O=C(CSc1ncccc1C(=O)O)c1ccccc1F,5%,8%,-19%,i,-8%,
COc1cc2cc(CCCOC(=O)c3ccc(C#N)cc3)oc(=O)c2cc1OC,-5%,3%,-9%,0.6%,.,VEEV TC-83 Vero 10K pilot screen=1.2
Cn1c2ccccc2c2nnc(N/N=C/c3ccc(O)cc3)nc21,9%,5%,.,3.4%,-5%,
O=C(CSc1nnc(N2CCOCC2)n1-c1cccc(F)c1)N1CCN(c2ccccn2)CC1,-12%,-17%,-4%,i,.,
CC(C)Nc1ccc(C(CC(N)=O)NC(=O)c2ccccc2)cc1[N+](=O)[O-] (centres undefined),-7%,1%,-14%,0.2%,5%,
COc1ccccc1Nc1nc(-c2sc(NC(=O)c3ccc([N+](=O)[O-])cc3)nc2C)cs1,-4%,-3%,.,.,6%,
Cc1ccsc1CN(C)Cc1nc(C2CC2)no1,-1%,34%,9%,i,-3%,
CC1CN(CCOc2ccc(Cl)cc2Cl)CC(C)O1 (centres undefined),39%,1%,10%,1.7%,11%,
Cc1c(C(=O)N2CCC(C(N)=O)CC2)sc(N)c1C#N,2%,1%,-5%,0.8%,-7%,
CC1N(O)C(C)(C)C(c2ccccc2)=[N+]1[O-] (centres undefined),-10%,5%,-25%,1.0%,-5%,
O=C(O)Cc1csc(NC(=O)CSc2nnnn2-c2ccc(O)cc2)n1,-9%,-1%,10%,1.3%,2%,
O=[N+]([O-])c1cccc(CN(CCO)Cc2ccccc2)c1,3%,8%,3%,i,6%,
CN(CC(=O)Nc1cccc(F)c1)CC(=O)Nc1cccc(S(=O)(=O)N(C)c2ccccc2)c1,.,.,-3%,4.1%,.,
CC(NC(=O)Cc1ccccc1)c1cc2c(cc1Br)OCCCO2 (centres undefined),-4%,14%,-6%,2.1%,-6%,
NC(=O)c1c(NC(=O)CN2CCN(S(=O)(=O)c3ccccc3)CC2)sc2c1CCC2,16%,14%,-1%,7.7%,-7%,
CC(=O)N(c1nc(CCl)cs1)c1ccc(C)cc1C,0%,13%,-5%,i,-11%,
N/C(=N\OC(=O)CCCc1ccccc1)c1ccccc1Cl,9%,20%,-11%,3.0%,-2%,
CCN(C(=O)COc1ccccc1)c1nnc(-c2cccnc2)s1,-11%,-16%,-3%,3.6%,-4%,
Cc1cc(SCc2ccc(Cl)c(Cl)c2)nc(=O)[nH]1,9%,22%,-2%,2.4%,9%,
CCNC(=O)NC(=O)C(C)OC(=O)C1CCN(S(=O)(=O)c2ccccc2F)CC1 (centres undefined),2%,-12%,4%,1.1%,0%,

# The listing continues:
SMILES,M. tuberculosis HTS,tuberculosis growth,influenza NS1A,VEEV TC-83 Vero,Salmonella PhoP GFP,others
Cc1cccc(CC(=O)NC2CCN(C)CC2)c1,6%,9%,2%,i,2%,
C=CCSc1n[nH]c(-c2ccc(OC)cc2)n1,-6%,42%,-1%,i,-4%,
O=C(NCCc1ccccc1)c1nnc(CS(=O)(=O)c2ccccc2)o1,1%,-1%,23%,0.9%,2%,VEEV TC-83 Vero 10K pilot screen=0.4
COc1ccc(C(C(=O)NC(C)(C)C)N(C(=O)CCC(=O)Nc2cc(C)on2)c2cccc(C)c2C)cc1 (centres undefined),2%,-6%,-7%,0.4%,7%,
COC(=O)C(C)Sc1nc2c(c(=O)n(C)c(=O)n2C)n1CCC(C)C (centres undefined),.,21%,-9%,0.0%,1%,
CC(C)Cn1c(SCC(=O)N2CCN(C(=O)c3ccco3)CC2)nc2ccccc2c1=O,-2%,7%,0%,0.6%,-7%,
C=C1c2ccccc2NC(=O)N1c1ccc(OC)cc1,-4%,10%,-15%,2.2%,-4%,VEEV TC-83 Vero 10K pilot screen=2.2
COc1ccc(C2CC(=O)c3c(ccc4ccccc34)N2)cc1OC (centres undefined),32%,29%,8%,1.1%,2%,
O=C(Nc1ccc(Br)cc1)c1cc([N+](=O)[O-])cc([N+](=O)[O-])c1,?,2.6µM*,-6%,4.2%,-6%,
CC(C)n1c(Nn2cnnc2)nc2ccccc21,4%,3%,6%,2.3%,19%,
C=CCc1c(C)[nH]c(=S)c(C#N)c1C,3%,-2%,7%,0.6%,21%,
COC(=O)c1cccc(NC(=S)N2CCOCC2)c1,2%,19%,-5%,0.9%,7%,
C=CCC1Cc2c(Br)cccc2C(CC=C)N1 (centres undefined),2%,11%,-7%,0.3%,-11%,
O=C(O)CCC(=O)N1N=C(c2c(-c3ccccc3)c3cc(Cl)ccc3[nH]c2=O)CC1c1cccs1 (centres undefined),3%,16%,-4%,1.6%,4%,
O=C(NCc1ccc2c(c1)OCO2)c1ccc2snnc2c1,6%,6%,6%,1.2%,11%,
O=C1C=C(NCCNc2c(F)c(F)c(CO)c(F)c2F)CCC1,6%,3%,1%,1.5%,-1%,
CC1CCC(C(=O)NC(C(=O)NCc2ccccn2)C(C)C)CC1 (centres undefined),0%,4%,1%,0.4%,0%,
CCOC(=O)c1ccc2nc3c(cc2c1)CCS3,25%,38%,-4%,0.7%,-9%,
CCCCOc1ccc(NC(=O)CSCC(=O)OCC)cc1,?,?,-3%,i,-2%,
COc1ccc(OC(=O)Cc2cccc3ccccc23)cc1,8%,52%,-5%,0.9%,-3%,
Cc1nc2nc(SCc3ccccc3)[nH]n2c(=O)c1CCC(C)C,5%,-8%,-7%,2.4%,14%,
O=C(NCc1ccncc1)c1cn(-c2ccccc2)nc1-c1cccnc1,-2%,3%,-6%,i,1%,
CN(C)C(=O)CCc1ccc2c3c([nH]c2c1)[C@]1(C)[C@@H](C(=O)N2CCOCC2)C[C@H](CC(=O)NCCCn2ccnc2)C(=O)N1CC3,.,.,-16%,i,.,
C=CCNC(=O)c1ccc2nccnc2c1,0%,8%,-6%,i,-3%,
CCC(C)C(NC(N)=O)C(=O)Nc1ccc(C)c(Cl)c1 (centres undefined),3%,5%,-11%,2.8%,6%,

# (next part)
SMILES,M. tuberculosis HTS,tuberculosis growth,influenza NS1A,VEEV TC-83 Vero,Salmonella PhoP GFP,others
Cc1cc(C#N)c(C)n1-c1cc(C(F)(F)F)ccc1N1CCOCC1,5%,10%,-1%,i,-28%,
CC(NC(=O)c1ccc(F)cc1)C1CC2CCC1C2 (centres undefined),-5%,?,1%,1.1%,-9%,
CCc1nc2c(c(=O)c3ccccc3n2C)c(=O)n1C1CCCCCC1,6%,34%,-1%,0.8%,-8%,
CCN(Cc1ccccc1)C(=O)c1cc(S(=O)(=O)N2CCOCC2)ccc1N1CCCC1,-3%,18%,2%,9.2%,-1%,
Cn1c(=O)c2[nH]c(-c3ccccc3O)nc2n(C)c1=O,-3%,6%,.,.,-9%,
O=C(Nc1ccc(Cl)cc1C(=O)NCCN1CCOCC1)c1ccc(Cl)cc1Cl,47%,10%,15%,5.7%,-6%,
N=c1c(C(=O)NCCN2CCOCC2)cc2c(=O)n3ccccc3nc2n1CCc1ccccc1,4%,14%,-7%,5.2%,22%,
COCCNC(=O)COc1ccc(Br)cc1Cl,2%,6%,-7%,1.1%,9%,
Cc1ccc(S(=O)(=O)N(c2nc(N(C)C)nc(N(C)C)n2)n2cnnc2)cc1,1%,14%,-5%,0.2%,9%,
Cc1ccc(NC(=O)CSCC(=O)NCCc2ccccn2)c(C)c1,5%,17%,1%,i,-1%,
Cc1ccc(C(=O)OC(C)C(=O)NC(C)CCc2ccccc2)o1 (centres undefined),1%,10%,-8%,3.0%,.,
COc1ccccc1NC(=O)Cc1nnc(SCC(=O)c2ccc(F)cc2)n1C,3%,1%,-2%,i,4%,
O=C(NCc1ccccc1)C(c1cccnc1)N(C(=O)c1ccccn1)c1cccc(F)c1 (centres undefined),6%,2%,4%,i,-26%,
C[C@H](NC(=O)c1nc[nH]c1C(=O)N[C@@H](CCCCNC(=O)OC(C)(C)C)C(=O)OC(C)(C)C)C(=O)OC(C)(C)C,5%,63%,-8%,5.1%,0%,VEEV TC-83 Vero 10K pilot screen=7.1
O=C1CCC(=O)N1OCCOc1ccc2c(c1)CCC2,4%,-2%,-7%,i,-2%,
O=C(N/N=C/C(Cl)=C/c1ccc([N+](=O)[O-])cc1)C(=O)Nc1ccccc1C(=O)O,7%,37%,-4%,i,10%,
COc1ccccc1C(=O)Nc1cccc(C(=O)c2ccccc2)c1,5%,69%,1%,6.5%,-10%,
Cc1nn(Cc2ccccc2Cl)c(C)c1C(=O)NCC(c1cccs1)N1CCOCC1 (centres undefined),0%,8%,-2%,0.8%,-4%,
Cc1cc(N2CCOCC2)nc2ccc(NC(=O)CCC(=O)N3CCN(c4ccccc4)CC3)cc12,4%,7%,2%,9.5%,6%,
CC(C)NC(=O)C(=O)NCCCN1CCOCC1,-7%,-9%,-4%,0.4%,3%,
N#Cc1ccc(C2=NC(C(F)(F)F)(C(F)(F)F)c3c(n(Cc4ccco4)c(=O)[nH]c3=O)N2)cc1,-12%,21%,0%,i,25%,
COc1ccc(N2Cc3ccccc3C2=NC(=O)c2cncc(Br)c2)cc1,?,30%,8%,1.3%,3%,
CCC(=NCCc1ccccc1)C1=C(O)CCC1=O,-7%,-6%,-10%,2.9%,-4%,
COc1ccc(OCCNC(=O)c2ccccc2OCC(=O)N2CCCCC2)cc1,-5%,15%,0%,i,-1%,
Cc1cc2cc(C)c3nnc(SCC(=O)N4CCCc5ccccc54)n3c2cc1C,-3%,-2%,.,.,-5%,

# Further entries:
SMILES,M. tuberculosis HTS,tuberculosis growth,influenza NS1A,VEEV TC-83 Vero,Salmonella PhoP GFP,others
CC(=O)c1ccc(S(=O)(=O)N2CCN(CC#N)CC2)cc1,1%,73%,13%,0.4%,1%,
CCOc1ccc(NS(=O)(=O)c2csc(C(N)=O)c2)cc1,2%,0%,4%,i,-7%,
CC1(c2nnc(Cc3ccccc3)o2)CC(c2ccccc2F)=NO1 (centres undefined),7%,31%,6%,0.7%,2%,
Cc1nn(C(=O)c2ccco2)c(C)c1Sc1ccccc1,4%,24%,0%,0.4%,0%,
O=C(Cc1ccccc1)NCC(=O)OCc1cccc([N+](=O)[O-])c1,-5%,-5%,-6%,1.2%,18%,
Cc1ccc(C(=O)C2CCN(CC(=O)NC3CCCC3)CC2)cc1,2%,10%,-5%,i,18%,
CC(=O)Nc1ccc(S(=O)(=O)NCC2CCC(C(=O)NCCC(C)C)CC2)cc1 (centres undefined),-1%,-1%,-4%,2.1%,-1%,
CCOC(=O)C(CC)(CCC(=O)O)c1csc(N)n1 (centres undefined),5%,-3%,12%,5.8%,-9%,VEEV TC-83 Vero 10K pilot screen=0.8
CN(CC(=O)Nc1ccccc1Cl)C(=O)c1cccc(S(=O)(=O)N2CCN(c3ccc(F)cc3)CC2)c1,-3%,17%,-4%,3.5%,-1%,
O=C(c1cc2ccccc2oc1=O)N(Cc1cccc(Br)c1)C1CCS(=O)(=O)C1 (centres undefined),0%,6%,8%,1.1%,0%,
O=C(CCN1CCN(c2ccccc2)CC1)Nc1ccc(Cl)cc1,-12%,23%,7%,0.1%,12%,
COc1ccccc1OCC(=O)NC1CCCCCCC1,5%,66%,1%,8.6%,.,
OC(COCCOc1ccc(Br)cc1)CN1CCCCC1 (centres undefined),-7%,11%,-6%,i,-1%,
Cc1ccc2c(c1)C(O)(CC(=O)/C=C/C=C/c1ccccc1)C(=O)N2 (centres undefined),-1%,-1%,-3%,2.8%,3%,
Cc1ccc(Cn2c(SCC(=O)N3CC(=O)Nc4ccccc43)nc3ccccc3c2=O)cc1,-7%,25%,-1%,10%,0%,
CCOC1(OCC)N=C(N)C2(C#N)C(c3cccc(C)c3)C12C#N (centres undefined),1%,-10%,-18%,1.1%,1%,

# From PubChem BioAssay

# Random draw from the library; about 1.5% have a hit in one of these screens.
